FBA Mtb inh = inhibitors of M. tuberculosis fructose-bisphosphate aldolase; 360,000 tested, 2.3% active; inhibition, % at 1 µM; purified M. tuberculosis FBA, fluorescence read-out; AID 588726; in the data active means inhibition above about 27%;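 further: 0% = vehicle and 100% = reference inhibitor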
Target sequence (P9WQA3 whole entry, looked up): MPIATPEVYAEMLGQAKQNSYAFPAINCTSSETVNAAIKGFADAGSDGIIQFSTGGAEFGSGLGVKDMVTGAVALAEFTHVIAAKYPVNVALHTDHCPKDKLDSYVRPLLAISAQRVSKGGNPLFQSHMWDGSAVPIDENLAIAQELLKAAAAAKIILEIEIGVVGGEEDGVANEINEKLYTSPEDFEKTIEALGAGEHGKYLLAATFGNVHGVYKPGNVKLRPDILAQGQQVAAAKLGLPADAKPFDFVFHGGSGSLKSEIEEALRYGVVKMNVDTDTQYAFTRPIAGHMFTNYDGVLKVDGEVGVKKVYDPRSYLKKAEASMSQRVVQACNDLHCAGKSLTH
BoNT-F LC inh = blocks Botulinum neurotoxin F light chain protease; 360,000 tested, 0.22% active; AID 588497; Multiplex microsphere protease cleavage assay, flow cytometry; inhibition, % at 10 µM; in the data active means inhibition above about 35%, passing the limit was not always enough; inconclusive means no clear call, values can overlap the other calls; further: plate controls were buffer without enzyme for full effect and enzyme alone for no effect
CCHFV vOTU inh = CCHFV vOTU protease inhibition. Pep-AMC fluorescence. inhibition, % at 11.5 µM. 370,000 tested, 0.55% active; further: 0% = vehicle wells with enzyme and 100% = no enzyme wells
PrPC surface inh = reduces human prion protein on the cell surface. 370,000 tested, 0.43% active. cell surface PrPC, TR-FRET read-out. inhibition, % at 13.8 µM. P04156; in the data active means inhibition above about 24%; further: 0% = median of the test wells and 100% = reference compound wells
GDH-TPI inh = counter-screen for M. tuberculosis FBA inhibitors: GDH-TPI coupled enzymes | GDH-TPI coupled enzyme counterscreen, NADH absorbance | inhibition, % at 4.8 µM | 360,000 tested, 1.2% active | AID 588335;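 further: 0% = DMSO wells and 100% = wells lacking the enzyme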
UGM FP inh = Mtb UDP-galactopyranose mutase inhibition; P9WIQ1; purified UGM, fluorescence polarization probe displacement; inhibition, % at 10 µM; 320,000 tested, 0.06% active; in the data active means inhibition above about 10%, passing the limit was not always enough; inconclusive means no clear call, values can overlap the other calls
Target sequence (P9WIQ1 whole entry, looked up): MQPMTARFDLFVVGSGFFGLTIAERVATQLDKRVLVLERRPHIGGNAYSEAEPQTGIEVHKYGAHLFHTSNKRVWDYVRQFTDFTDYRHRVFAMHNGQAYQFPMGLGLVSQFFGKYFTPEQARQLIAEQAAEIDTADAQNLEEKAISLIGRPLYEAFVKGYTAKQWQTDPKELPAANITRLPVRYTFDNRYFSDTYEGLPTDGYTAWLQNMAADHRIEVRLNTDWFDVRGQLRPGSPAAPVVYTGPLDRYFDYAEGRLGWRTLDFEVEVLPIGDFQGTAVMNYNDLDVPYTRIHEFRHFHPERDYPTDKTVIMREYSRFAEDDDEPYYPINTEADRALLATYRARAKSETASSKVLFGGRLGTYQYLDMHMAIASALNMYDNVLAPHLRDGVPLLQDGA
BoNT A protease = inhibitors of Botulinum neurotoxin A light chain protease. multiplex microsphere protease substrate cleavage, flow cytometry. inhibition, % at 10 µM. 360,000 tested, 0.17% active. AID 588499; in the data active means inhibition above about 30%; inconclusive means no clear call, values can overlap the other calls; further: plate controls were buffer without enzyme for full effect and enzyme alone for no effect
FadD28 binding = inhibitors of Mycobacterium tuberculosis FadD28 bisubstrate binding | FadD28 bisubstrate probe binding, fluorescence polarization | inhibition, % at 12.5 µM | 360,000 tested, 0.22% active | AID 588549; in the data active means inhibition above about 8.5%, passing the limit was not always enough; inconclusive means no clear call, values can overlap the other calls
BioA inh = inhibitors of Mycobacterium tuberculosis BioA enzyme; purified M. tuberculosis BioA enzyme, plate reader; inhibition, % at 9.99 µM; 360,000 tested, 0.096% active; in the data active means inhibition above about 40%; inconclusive means no clear call, values can overlap the other calls
* hit, by the source's call; ? = inconclusive; nt = no result given; & = joins results of further samples. Unless noted, no stated cut-off is given here; in the data, active means inhibition above about 30%; inactive means the rest.

SMILES,CCHFV vOTU inh,UGM FP inh,FBA Mtb inh,PrPC surface inh,GDH-TPI inh,BoNT A protease,FadD28 binding,BioA inh,BoNT-F LC inh
CCOc1ccc(N2CC(C(=O)Nc3ccc(N4CCOCC4)cc3)CC2=O)cc1 (configuration not stated),3,5.4,2,2,6,0.8,0.1,-3.8,-2
S=c1[nH]nc(C2CCCCC2)n1/N=C/c1ccc(Br)s1,6,-2.1,-2,-4,7,?,-2.7,1.6,39*
COc1ccc(/C=C(\C#N)C(=O)Nc2ccccn2)cc1,5,-0.8,3,3,3,0.1,-1.8,-1.4,-8
Cc1cc(C)nc(N(C#N)CCOc2ccccc2)n1,10,-1.1,-5,6,4,-0.9,-3.0,2.2,0
Cc1cc(N2CCCC2)ccc1NC(=O)COc1ccc(Cl)cc1,7,-0.9,-1,-2,8,-8.3,-11,-1.1,-22
Cc1ccc(NC(=O)CSc2nc3sc(C)cc3c(=O)n2C)cc1,22,-1.2,2,8,7,1.3,-1.5,nt,-9
O=C(COc1ccccc1Cl)N1CCN(c2ccc([N+](=O)[O-])c(N3CCOCC3)c2)CC1,14,1.3,-8,-1,3,0.4,0.4,1.7,-5
CCOc1ccc(S(=O)(=O)N2CCC(C(=O)Nc3cc(S(C)(=O)=O)ccc3Cl)CC2)cc1,1,-1.3,0,5,1,-5.8,0.8,-3.3,-14
COc1ccc(CCNC(=O)Cn2c(=O)n(-c3ccc(F)cc3)c(=O)c3sccc32)cc1OC,11,nt,0,-5,2,-1.3,-1.2,-0.2,-4
O=C(O)CN1CCCC1=Nc1ccccc1,-6,-0.1,2,-3,-7,-1.1,-2.5,nt,-19
COc1ccccc1C(=O)OCCN1CCOCC1,11,0.3,6,7,12,-0.5,0.4,nt,-8
Nc1cccc(N=Cc2c(O)n(Cc3ccc(F)cc3)c(=O)[nH]c2=O)c1,1,-2.1,-2,-2,26,0.2,-2.2,-1.0,-7
O=C(NCc1cccnc1)c1cc(C2CCCN(C(=O)C3CCCCC3)C2)on1 (configuration not stated),-5,nt,1,2,11,0.1,0.0,-2.3,0
O=c1[nH]c(SCc2ccccc2F)nc2ccccc12,8,1.1,1,3,2,-0.1,1.3,nt,-4
COc1ccc(CCNC2CCN(C)CC2)cc1OC,5,-2.6,-4,5,3,1.1,-1.8,-0.5,-7
CC(OC(=O)Cc1n[nH]c(=O)c2ccccc12)C(=O)Nc1cc(Cl)cc(Cl)c1 (configuration not stated),4,nt,1,2,-2,1.8,-4.5,-0.8,13
Cc1sc2ncnc(NCc3ccco3)c2c1C,4,0.4,2,16,-3,-0.1,-3.2,nt,-8
Cc1oc2c(CN3CCCC(C)C3)c(O)ccc2c(=O)c1-c1ccccc1 (configuration not stated),-109,1.2,136*,4,28,3.2,0.2,0.9,6
CCN(CC)C(=O)c1ccc(NC(=O)c2c(C)noc2C)cc1,1,1.9,4,3,27,-1.0,-1.1,-0.8,-10
NC(=O)c1c(NC(=O)Cc2cccs2)sc2c1CCC2,10,-0.6,2,-7,0,2.1,-1.9,0.0,25
CCCCN(C(=O)c1cc(Cl)nc2ccccc12)c1c(N)n(Cc2ccccc2)c(=O)[nH]c1=O,1,-0.9,1,0,6,-2.1,-4.2,-0.8,-8
O=C(c1cc2ccccc2o1)N1CCCCCC1,-2,-4.0,0,-5,7,-0.3,1.7,1.5,-11
CCSc1nnc2nc(C)cc(C)n12,10,-4.3,5,7,1,0.0,-0.3,-1.7,6
COc1ccc(CNCc2ccc([N+](=O)[O-])cc2)cc1OC,-5,4.0,-1,-17,-9,0.9,-4.0,0.2,-20
O=C(C[N+]1(CC#Cc2ccccc2)CCOCC1)c1ccc(Cl)cc1,17,-3.0,-2,0,-6,0.3,-2.8,nt,-6
Cc1ccn(CCSCC(=O)O)n1,5,1.1,-1,7,11,?,-0.2,0.2,2
CC(=O)N1CCN(C(=O)CCNC(=O)c2ccc(Br)cc2)CC1,-6,nt,0,-4,4,?,-2.2,-0.3,?
CCCCC(=O)Nc1nn(CCC)c2nc3ccccc3cc12,1,0.0,4,-5,15,0.4,-4.4,-0.2,3
Clc1ccc(CNC2CCN(Cc3ccccc3)CC2)cc1,7,2.2,-3,-7,-9,-1.3,-5.0,0.9,?
COc1cc(OC)cc(-c2cc3ccc(F)cc3cn2)c1,5,1.3,2,-8,25,-0.4,-1.9,0.5,-1
O=Cc1ccc(Cl)c(Cl)c1,0,0.7,1,-1,-3,0.1,-2.5,-1.0,1
COc1cc([N+](=O)[O-])ccc1NC(=S)NCc1ccccn1,-3,-1.1,-4,-26,3,0.9,-4.2,1.6,1
Cc1cc(F)ccc1S(=O)(=O)NCC(c1cccnc1)N1CCc2ccccc21 (configuration not stated),2,0.6,2,13,-2,-0.9,-3.3,8.2,-7
COc1ccccc1Cn1nnc2c(=O)[nH]c(C3CCN(C(=O)c4ccc(F)cc4)CC3)nc21,10,0.9,0,-1,10,-0.1,0.6,-0.8,2
CCSc1nc2cc(C(=O)OC)ccc2c(=O)n1CC,2,-1.4,4,-2,12,-1.2,-4.0,-1.2,-15
O=C1NC(=O)[C@]2(Cc3ccccc3N3CCN(c4ccccc4)CC32)C(=O)N1c1ccccc1 (some centres not stated),22,3.3,1,-3,3,-2.1,-1.3,-0.9,-5
OCCNc1nc(Nc2ccccc2Oc2ccccc2)nc(N2CCCC2)n1,10,0.8,2,10,-11,0.2,0.0,0.9,0
O=C(NC1CCCCC1)c1ccc(S(=O)(=O)c2ccccc2)cc1,2,1.7,1,0,-1,-0.3,-3.4,nt,0
COc1ccc(/C=C(/C#N)C(=O)Nc2ccc(C)cc2C)cc1C(=O)O,5,1.9,-1,2,54*,0.1,-1.3,0.2,6
N#C/C(=C\c1ccccc1)C(=O)NNS(=O)(=O)c1ccc(Br)cc1,5,3.4,-3,4,6,-0.4,-2.1,0.0,-8
C=CC(=O)NC(C)(C)Cc1ccccc1,-3,0.4,2,-3,2,0.0,-4.0,-1.2,-4
COc1cccc(NC2=NC3(CCCCC3)N=C(N)N2)c1,-17,1.2,0,-1,0,0.6,-0.9,-0.7,2
O=C(NCc1ccc(F)cc1)Nc1cccc(Cl)c1,-6,0.1,-2,-16,-4,-0.2,-3.5,nt,-3
Nc1nc(Nc2ccccc2)sc1C(=O)c1ccccc1,-2,3.2,-1,1,9,-2.1,1.9,-0.9,?
COc1cc(C(C)=O)ccc1OCC(=O)Nc1ccc(Cl)c(S(=O)(=O)N2CCOCC2)c1,3,3.7,-1,4,0,0.3,-3.5,-0.9,-8
CCC(=O)N(C)C[C@H]1Oc2ncc(C#Cc3cccnc3)cc2C(=O)N([C@@H](C)CO)C[C@@H]1C,7,nt,1,-3,-16,-0.1,-3.1,3.2&8.6,-1
COC(=O)c1ccc2c(=O)n(CCCCCC(=O)NCc3ccc4c(c3)OCO4)c(=O)[nH]c2c1,0,-1.6,1,0,1,-0.6,-1.6,nt,1
CCC(C)Nc1nc(OC(C(F)(F)F)C(F)(F)F)nc(OC(C(F)(F)F)C(F)(F)F)n1 (configuration not stated),4,0.8,-2,5,14,-0.3,-0.8,0.7,-18
COCCNC(=O)CSc1nc2ccccc2c(=O)n1CCC(=O)N1CCN(c2ccccc2)CC1,-11,1.1,1,-2,-2,-0.6,-0.5,nt,-4
CC12CCC(C(N)=O)(C1Br)C2(C)C (configuration not stated),0,-1.0,-1,-4,1,0.1,-4.4,nt,0
Cc1cccc(CSCCNC(=O)CN2C(=O)c3ccccc3S2(=O)=O)c1,2,-1.3,-1,5,-3,1.8,0.6,0.5,4
COc1cc(CCC(=O)OCC(=O)Nc2ccccc2C#N)cc(OC)c1OC,-20,-0.1,-1,-4,6,0.4,-1.8,nt,-1
Cc1nc(SCC(=O)N2CCN(C(=O)c3cccs3)CC2)c2c(C)c(C)sc2n1,-2,nt,3,-11,9,-2.3,-1.0,-1.6,8
CCOC(=O)c1c(C)[nH]c(C(=O)Nc2cc(OCC)c(N3CCOCC3)cc2OCC)c1C,26,-1.5,-1,2,1,-1.2,-3.5,-1.0,-16
COc1cccc(OC)c1OCCCCc1c(C)n[nH]c1C,-2,0.7,1,-4,2,0.3,0.5,nt,-3
Cc1ccccc1OCCC(=O)OCC(=O)NCCc1ccccc1,-1,2.5,-2,-2,-14,5.0,-1.1,0.8,-3
C/C(CCc1ccc2c(c1)OCO2)=N\N=C1\NC(=O)CC(C(=O)Nc2ccccc2F)S1 (configuration not stated),6,2.4,-1,6,1,-0.6,-0.2,nt,-4
Cc1cc(C(F)(F)F)nn1CC(=O)NCc1ccccc1,4,-0.1,1,-2,-6,-0.4,-3.6,nt,-6
CC(=O)Nc1ccccc1C(=O)OCC(=O)c1ccccc1Cl,-8,-1.9,2,4,20,1.3,-1.4,0.0,3
CCOC(=O)c1nnc(-c2ccccc2)nc1Oc1ccc(Cl)cc1,12,-1.1,0,-1,9,0.7,-0.5,-1.7,15

(cont.)
SMILES,CCHFV vOTU inh,UGM FP inh,FBA Mtb inh,PrPC surface inh,GDH-TPI inh,BoNT A protease,FadD28 binding,BioA inh,BoNT-F LC inh
CCCNC(=O)C1(C)CCCN(Cc2ccc3ccccc3c2)C1 (configuration not stated),12,nt,-2,3,6,-1.0,-1.7,0.3,-11
COc1ccc(/C=C\C(=O)NCc2ccc3c(c2)cc(C)n3C)cc1OC,5,-1.7,-3,81*,13,62*,-4.3,-0.1,-98
COc1ccc(N(Cc2cc3cc(OC)ccc3[nH]c2=O)S(C)(=O)=O)cc1,-18,-1.3,15,5,5,0.2,-1.4,-1.1,8
Cc1ccccc1NC(=O)Cc1nc(CN(C)CC(=O)Nc2cccc(F)c2)cs1,10,-1.5,4,5,3,0.4,-2.2,2.9,-6
NC(=O)CCn1c(C(=O)c2cccc([N+](=O)[O-])c2)c2ccccc2[n+]1[O-],-4,2.1,-1,-18,11,0.1,-1.6,-0.8,3
O=C(O)c1ccccc1Sc1c([N+](=O)[O-])cc(C(F)(F)F)cc1[N+](=O)[O-],-8,4.8,-3,-9,10,-0.6,-3.8,nt,5
COC(=O)C1CCCCN1C(=O)c1cccc(OC2CCN(C(=O)C3CC3)CC2)c1 (configuration not stated),-8,-0.8,-4,-1,7,0.0,-3.9,-0.3,9
Cc1onc(-c2ccccc2)c1C(=O)NCC(O)c1ccccc1 (configuration not stated),-1,-1.0,8,0,1,-0.4,-2.0,nt,0
COC(=O)Cc1cc(=O)[nH]c(/N=C(\N)Nc2ccccc2)n1,15,1.1,7,8,3,4.3,-1.3,nt,6
Cc1ccc(-n2c(O)c(C=NCCN3CCNCC3)c(=O)[nH]c2=S)cc1,22,2.6,9,2,20,0.5,-0.4,-0.5,-16
CC(Cc1cccnc1)NC(=O)c1cc(COc2c(F)cccc2F)on1 (configuration not stated),4,0.0,0,3,-6,0.9,-1.8,-0.4,0
COc1ccc(CCN(C)C(=O)CSc2nc3ncc(Cl)cc3[nH]2)cc1OC,-7,4.4,-2,-11,-10,-0.1,-3.7,nt,-2
CC(=O)c1c(C)[nH]c(C(=O)CN2C(=O)NC(C)(c3ccc4c(c3)OCO4)C2=O)c1C (configuration not stated),7,1.9,-1,-3,-6,?,-3.5,4.5,?

Full records, quoted from the list.
Results for `CC(=O)c1c(C)[nH]c(C(=O)CN2C(=O)NC(C)(c3ccc4c(c3)OCO4)C2=O)c1C` (configuration not stated) = CCHFV vOTU inh = 7; UGM FP inh = 1.9; FBA Mtb inh = -1; PrPC surface inh = -3; GDH-TPI inh = -6; BoNT A protease = ?; FadD28 binding = -3.5; BioA inh = 4.5; BoNT-F LC inh = ?
Results for `Cc1ccc(-n2c(O)c(C=NCCN3CCNCC3)c(=O)[nH]c2=S)cc1` = CCHFV vOTU inh = 22; UGM FP inh = 2.6; FBA Mtb inh = 9; PrPC surface inh = 2; GDH-TPI inh = 20; BoNT A protease = 0.5; FadD28 binding = -0.4; BioA inh = -0.5; BoNT-F LC inh = -16
